L3MBTL1 block – L3MBTL1 (human) inhibition | Potency, µM (top dose mostly 57.1 µM), without a hit: top-dose activity, negative = inhibition, hits mostly inhibitors | 230,000 tested, 0.66% active | AlphaScreen L3MBTL1–H3K9me1 peptide binding | Q9Y468; active means well fitted inhibition curve with a large enough effect; further: nearly all actives have a fitted effect of over 60% in size
Target sequence (Q9Y468 whole entry, looked up): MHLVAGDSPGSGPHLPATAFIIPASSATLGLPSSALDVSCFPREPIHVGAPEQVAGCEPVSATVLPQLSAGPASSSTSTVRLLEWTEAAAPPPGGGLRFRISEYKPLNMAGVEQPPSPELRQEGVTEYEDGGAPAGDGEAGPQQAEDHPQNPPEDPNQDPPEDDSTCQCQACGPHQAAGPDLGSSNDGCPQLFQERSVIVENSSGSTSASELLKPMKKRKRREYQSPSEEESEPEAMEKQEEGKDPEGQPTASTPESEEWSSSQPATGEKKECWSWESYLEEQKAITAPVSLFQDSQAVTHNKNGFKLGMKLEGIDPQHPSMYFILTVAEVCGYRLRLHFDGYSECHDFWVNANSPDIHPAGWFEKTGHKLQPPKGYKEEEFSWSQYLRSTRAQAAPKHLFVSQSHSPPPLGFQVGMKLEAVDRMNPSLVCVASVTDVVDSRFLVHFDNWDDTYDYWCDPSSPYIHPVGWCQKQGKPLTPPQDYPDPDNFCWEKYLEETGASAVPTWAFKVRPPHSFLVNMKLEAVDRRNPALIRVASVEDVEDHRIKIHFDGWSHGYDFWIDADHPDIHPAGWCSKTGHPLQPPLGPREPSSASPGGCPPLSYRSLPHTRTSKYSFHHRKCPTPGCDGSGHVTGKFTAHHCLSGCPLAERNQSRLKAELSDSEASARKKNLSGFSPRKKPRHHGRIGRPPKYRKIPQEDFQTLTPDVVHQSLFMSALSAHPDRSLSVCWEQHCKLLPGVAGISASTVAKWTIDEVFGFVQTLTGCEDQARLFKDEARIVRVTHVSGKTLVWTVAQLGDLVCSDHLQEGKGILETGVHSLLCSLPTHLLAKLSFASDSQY
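Displacement of a biotinylated histone H3(1-15) peptide monomethylated at Lys9 (75 nM) from L3MBTL1 (50 nM) was measured by AlphaScreen after a 30 min room-temperature compound incubation; cefsulodin titration served as intraplate control.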
Starred values were filed as active, the others as inactive; [ ] = remark or other dose. On the % scale 0 is the no-effect control and ±100 the full control effect; potency means the concentration at half of the fitted maximal effect. These rows are one share of the data; the hit share may differ from the screen's.

SMILES,L3MBTL1 block
CCOC(=O)C1=C(COC(=O)C2CC(=O)N(c3ccc(C)cc3)C2)NC(=O)NC1C (stereo not drawn),-5.9%
COc1ccccc1C(=O)Nn1cnnc1,-4.0%
NS(=O)(=O)c1ccc(CNC(=O)c2ccccc2SCC(=O)N2CCCC2)cc1,3.9%
C=CCC[C@H](Cc1ccc(F)cc1)C(=O)OC[C@@H](C)NC(=O)[C@@H](CC=C)CC(=O)N[C@H](CO)Cc1ccccc1,7.5%
COC(=O)[C@]1(C)N[C@H](CN(C)C(=O)Nc2ccccc2)[C@@H]2C(=O)N(C)C(=O)[C@@H]21,3.4%
O=C(c1ccco1)N1CCN(C(=O)c2ccc(-c3ccc(Cl)cc3)o2)CC1,-19.1%
COc1cccc(CN(C)C(=O)c2ccc(OCC(=O)Nc3cccc(C(F)(F)F)c3)c(OC)c2)c1,-2.0%
O=C(N/N=C/c1ccccc1)c1ccc(-c2ccccc2)cc1,-2.7%[2.29 µM]
N#CCc1ccc(NC(=O)CSc2nnc(C3CC3)n2C2CC2)cc1,1.6%
COCCN(Cc1nc(C(c2ccccc2)c2ccccc2)no1)C(C)C,12.7%
O=C(CCCN1C(=O)NC2(CCCC2)C1=O)Nc1cccc(S(=O)(=O)N2CCOCC2)c1,11.1%
Cc1ccc(/C=C/C(=O)OCC(=O)c2ccc3c(c2)NC(=O)CO3)o1,-0.3%
COc1cc(NC(=O)C2CC(c3ccccc3O)=NO2)c(OC)cc1Cl (stereo not drawn),0.4%
CCOC(=O)C1=C(COC(=O)/C=C/c2cc(Br)ccc2F)NC(=O)NC1C (stereo not drawn),14.0%
Cc1ccc(Cl)cc1N1CCN(C(=O)Cn2ncn3cccc3c2=O)CC1,4.3%
O=S(=O)(c1ccc(F)c(F)c1)N1CCN(c2ncccn2)CC1,-1.9%
COc1cc(C(=O)OCC(=O)NCC2CCCCC2)ccc1OCC(C)C,-1.4%
O=C(CCNS(=O)(=O)c1ccccc1C(F)(F)F)Nc1ccncc1,1.5%
CC(=O)c1ccc(NC(=O)CN2CCOCC2)cc1,6.4%
CCCCn1c(N)c(N(CC(C)C)C(=O)CN2C(=O)C3CCCCC3C2=O)c(=O)[nH]c1=O (stereo not drawn),12.2%
O=S(=O)(c1c(Cl)cc(Br)cc1Cl)N1CCN(C(=S)NC2CC2)CC1,-1.7%
CCCCN1C(=N)N([C@@H](C)CN2CCC[C@H]2CN2C(N)=NC[C@H]2CC(C)C)C[C@H]1[C@H](C)CC,-6.6%
Fc1ccccc1NC(=S)NCc1ccccc1,4.4%
COc1ccc(C2(c3ccc(OC)cc3)NC(=O)N(CC(=O)NC3CCS(=O)(=O)C3)C2=O)cc1 (stereo not drawn),-11.2%
CCC1(c2ccccc2)NC(=O)N(CC(=O)Nc2ccccc2C(=O)NC2CCCC2)C1=O (stereo not drawn),5.9%
O=C(Cc1ccc(S(=O)(=O)N2CCOCC2)s1)OCc1ccc(Cl)cc1,-0.7%
COc1ccc(Br)cc1CN(C)C(=O)Cc1ccc(S(=O)(=O)N2CCOCC2)s1,0.3%
Cc1ccc(NC(=O)C2CCN(C(=O)c3ccccc3C)CC2)nc1,5.4%
OCC1OC(Oc2c[nH]c3ccccc23)C(O)C(O)C1O (stereo not drawn),4.2%
Cc1ccc(NC(=O)c2ncn(CC(=O)NCc3ccc4c(c3)OCO4)n2)cc1C,-0.4%
CN(CCCNC(=O)CCC(=O)N1CCOc2ccccc21)Cc1ccccc1,34.0%[activator]
Cc1cccc(NC(=O)c2ccc(Cl)c(S(=O)(=O)N3CCc4ccccc43)c2)n1,12.3%
O=C1CC2(CCN(C(=O)c3c(F)cccc3F)CC2)Oc2ccccc21,3.5%
COc1ccc(C=NNC(=O)c2ccccc2OCc2ccc(F)cc2)c(OC)c1,-0.5%
O=C(COC(=O)/C=C/c1ccccc1Cl)NC(=O)NCc1ccccc1,-4.6%
O=Cc1cc(-c2ccccc2)[nH]c1-c1ccccc1,-6.5%
COc1cc(F)ccc1S(=O)(=O)NCc1cccnc1,-8.7%
Oc1ccccc1Cc1c(O)ccc2ccccc12,-0.1%
CCCn1c(N)c(C(=O)CSc2nnc(C3CC3)n2C2CC2)c(=O)[nH]c1=O,-5.1%
Cn1nc(C(=O)NNC(=O)c2ccccc2F)c2ccccc2c1=O,0.6%
COc1ccc(Cc2nnc(SCC(=O)Nc3ccccc3)[nH]c2=O)cc1,4.4%
Cc1cc(=O)[nH]c(SCC(=O)Nc2c(C)n(C)n(-c3ccccc3)c2=O)c1C#N,0.2%
O=C(Nc1cc2c(cc1[N+](=O)[O-])OCCO2)c1cccnc1,2.0%
Cc1c(NC(=O)CSc2nc(N)cc(N)n2)c(=O)n(-c2ccccc2)n1C,-7.4%
O=C(Nc1ccon1)c1nc[nH]c1C(=O)NCc1ccccc1,-21.6%
NNc1nc(-c2ccccc2Cl)nc2ccccc12,-2.0%[2.29 µM]
COc1ccc(S(=O)(=O)N(C)C)cc1NC(=O)CSC(C)C(=O)Nc1cc(C)on1 (stereo not drawn),1.4%
Cc1ccc(S(=O)(=O)NCCCC(=O)N2CCC(C)CC2)cc1,-1.5%[2.29 µM]
O=C(COC(=O)C1CCN(S(=O)(=O)c2ccc(Cl)c(C(F)(F)F)c2)CC1)NCc1ccco1,-8.2%
Cc1cccc(NC(=O)c2ccc3c(c2)C(=O)N(c2ccccc2C)C3=O)n1,-0.3%
COc1ccccc1C(CNC(=O)COc1ccccc1C)N1CCCC1 (stereo not drawn),-5.0%
Cc1ccc(NC(=O)Cc2nc(COC(=O)C(C)NS(=O)(=O)c3ccc(C)cc3)cs2)cc1 (stereo not drawn),-7.6%
NS(=O)(=O)c1ccc(CCNC(=O)COC(=O)COc2cccc(C(F)(F)F)c2)cc1,0.8%
Cc1cc(C)c(S(=O)(=O)Nc2nccs2)c(C)c1,-3.1%
O=C(Nc1ccccn1)c1ccc(S(=O)(=O)N2CCCCCC2)cc1,-3.0%
CC(C)(C)OC(=O)C[C@@H]1C/C=C\C[C@@H](CC(=O)NCCO)C(=O)NC[C@H](c2ccccc2)OC1=O,3.2%

(listing goes on)
SMILES,L3MBTL1 block
O=C1N[C@@H](Cc2ccccc2)COC(=O)[C@@H](Cc2ccc(F)cc2)C/C=C\C[C@@H]1CC(=O)N(CCO)Cc1ccccc1,-4.4%
Cc1cc(C(=O)COC(=O)Cc2ccc(Cl)cc2)c(C)n1C,-26.6%
CN(Cc1cccc(F)c1)C(=O)Cc1ccc(S(=O)(=O)N2CCOCC2)s1,4.8%
C[C@H](CO)N1C[C@H](C)[C@@H](CN(C)Cc2ccc(Cl)c(Cl)c2)Oc2c(NS(=O)(=O)c3cccs3)cccc2C1=O,2.4%
CCOC(=O)N1CCN(CC(c2ccccc2)c2ccccc2)CC1,2.5%[2.29 µM]
C[C@H](CO)N1C[C@H](C)[C@@H](CN(C)C(=O)NC2CCCCC2)Oc2ccc(NS(=O)(=O)c3cccs3)cc2C1=O,-2.2%
COc1ccc(S(=O)(=O)NCC(c2ccc3c(c2)OCO3)N2CCN(C)CC2)cc1OC (stereo not drawn),-12.3%
CCc1ccc(C(=O)C(C)OC(=O)c2cccc(S(=O)(=O)N3CCOCC3)c2)cc1 (stereo not drawn),6.0%
C[C@@H](CN1C(=O)C(=O)NC[C@@H]1Cc1ccc(O)cc1)NC(=O)Cc1ccccc1,-2.5%
O=S(=O)(c1ccc(F)cc1)N1CCCC(c2nc(-c3ccc(F)cc3)no2)C1 (stereo not drawn),8.8%
COc1ccc(N(CC(=O)Nc2cccc(C)c2)S(=O)(=O)c2ccc(C)cc2)cc1OC,3.8%
CCOc1ccc(-c2cnc(NCc3cccc4ccccc34)n2CCOC)cc1,-12.4%
COc1ccc(S(N)(=O)=O)cc1C(=O)OCCCC(=O)c1ccccc1,-0.4%
Cc1ccc(C(=O)OCc2cc(=O)n3ccsc3n2)s1,-5.8%
O=C(NCc1ccccc1)C(=O)NCC1CCCN1S(=O)(=O)c1cccs1 (stereo not drawn),0.7%
O=C(CNC(=O)c1ccc2ccccc2c1)NC1CCCCC1,5.5%
CCN1C(Nc2ccccc2)=NC[C@@H]1C,4.8%
CC(C)CN(C(=O)c1cc(Cl)nc2ccccc12)c1c(N)n(Cc2ccccc2)c(=O)[nH]c1=O,-11.4%
CN(Cc1ccccc1)C(=O)c1ccccc1C(=O)OCC(=O)N(Cc1ccccc1)C(C)(C)C,1.3%
CCCCN(C(=O)CSc1nc2ccccc2s1)c1c(N)n(CCCC)c(=O)[nH]c1=O,-11.7%
Cc1ccc(CN2CC(C(=O)OCc3ccccc3Cl)CC2=O)cc1 (stereo not drawn),3.2%
Cc1cc(Cl)ccc1OCC(=O)Nc1ccncc1,-5.3%
O=C(c1cccc(NS(=O)(=O)c2ccccc2)c1)N1CCN(c2ccccc2)CC1,3.0%
O=C(Nc1ccncc1)c1cc(-c2cccc(Br)c2)nc2ccccc12,-0.5%
CCOc1ccc(NC(=O)c2ccc3c(c2)C(=O)N(Cc2ccncc2)C3=O)cc1,-12.2%
COc1ccc(-c2noc(CCC(=O)N3CCN(c4cccc(F)c4)CC3)n2)cc1,-1.7%
N/C(=N\OC(=O)c1ccc([N+](=O)[O-])cc1Cl)c1ccccn1,-4.7%
CCN1CCN(S(=O)(=O)c2ccc(Cl)c(C(=O)N(C)Cc3cccs3)c2)CC1,-0.3%
COc1cccc(CN(C)C(=O)c2cc(S(=O)(=O)N3CCCCCC3)ccc2OC)c1,1.7%
Cn1ccnc1SCC(=O)Nc1ccc(SC(F)F)cc1,-3.7%
Cc1cccc(NS(=O)(=O)c2cccc(C(=O)N3CCN(C/C=C/c4ccccc4)CC3)c2)c1,-11.9%
CC(C)C[C@@H](CO)N1CCN(Cc2ccc([N+](=O)[O-])cc2)CCC1=O,8.4%

Single entries from the results shown:
L3MBTL1 block, `COc1ccc(-c2noc(CCC(=O)N3CCN(c4cccc(F)c4)CC3)n2)cc1` = -1.7%
L3MBTL1 block, `COC(=O)[C@]1(C)N[C@H](CN(C)C(=O)Nc2ccccc2)[C@@H]2C(=O)N(C)C(=O)[C@@H]21` = 3.4%
L3MBTL1 block, `CCN1CCN(S(=O)(=O)c2ccc(Cl)c(C(=O)N(C)Cc3cccs3)c2)CC1` = -0.3%
L3MBTL1 block, `COc1ccc(C=NNC(=O)c2ccccc2OCc2ccc(F)cc2)c(OC)c1` = -0.5%

New compounds follow.
SMILES,L3MBTL1 block
CCCn1c(N)c(C(=O)COC(=O)COc2ccc(Cl)c(C)c2)c(=O)n(C)c1=O,7.1%
O=c1[nH]cnc2c1C(c1ccc(Cl)cc1)c1c(nc[nH]c1=O)O2,-11.0%
Cc1ccc(F)cc1NS(=O)(=O)c1ccc(Cl)s1,1.4%
CN(C)C(=O)c1ccc(NC(=O)COC(=O)c2cc3c(s2)CCCCC3)cc1,-1.0%
CCOC(=O)c1ccccc1NC(=O)COC(=O)C1CCCC1,26.0%
Cc1cc(C)cc(N(CCC#N)C(=O)COC(=O)Cn2[nH]c(=O)c3ccccc3c2=O)c1,4.4%
O=C(C1CCCC1)N1CCC(CC2CC(c3ccc(Cl)cc3)=NO2)(C(=O)NCC2CCCCC2)CC1 (stereo not drawn),0.6%
COc1ccc(C(=O)NCC(=O)OCC(=O)NCc2ccc3c(c2)OCO3)cc1,1.7%

Sorted by SMILES length (rising): 3 of the compounds above.
SMILES,L3MBTL1 block
O=c1[nH]cnc2c1C(c1ccc(Cl)cc1)c1c(nc[nH]c1=O)O2,-11.0%
CN(C)C(=O)c1ccc(NC(=O)COC(=O)c2cc3c(s2)CCCCC3)cc1,-1.0%
Cc1cc(C)cc(N(CCC#N)C(=O)COC(=O)Cn2[nH]c(=O)c3ccccc3c2=O)c1,4.4%

New compounds follow.
SMILES,L3MBTL1 block
CC(=O)c1ccc(NC(=O)c2cc(=O)[nH]c3ccccc23)cc1,-2.0%
O=C(OCC(=O)N1CCc2ccccc21)c1ccncc1,-1.7%
CC(OC(=O)Cc1c[nH]c2ccccc12)C(=O)N(C)c1ccccc1 (stereo not drawn),-9.2%
CCOc1cccc(C=NCCc2ccc(OC)c(OC)c2)c1O,-1.8%
Cc1ccc2nc3n(c(=O)c2c1)-c1ccccc1C(=O)NC3Cc1ccc(O)cc1 (stereo not drawn),-0.3%
CCc1onc(C)c1C(=O)Nc1ccc(N2CCOCC2)cc1,2.9%
O=C(NNC(=O)c1cc(Br)c(Br)s1)c1ccncc1,3.8%
C[C@H](CO)N1C[C@H](C)[C@@H](CN(C)S(=O)(=O)c2cn(C)cn2)Oc2c(NS(=O)(=O)c3ccccc3)cccc2C1=O,-2.5%
CCN(CC(=O)Nc1c(F)cccc1F)C(=O)c1ccc(S(=O)(=O)N2CCC(C)CC2)cc1,2.4%
O=c1c2ccccc2nc2sc(Nc3ccc(F)cc3)nn12,0.5%
CCN(CC)CCCCCC(=O)Nc1ccccc1C(=O)Nc1ccccc1,-2.2%
N#Cc1cccc(S(=O)(=O)NNC(=O)C23CC4CC(CC(C4)C2)C3)c1,4.8%
Cc1ccc(OCC(=O)N(Cc2ccccc2)c2c(N)n(Cc3ccccc3)c(=O)[nH]c2=O)c(C)c1,12.8%
O=C(CNS(=O)(=O)c1ccccc1)N1CCN(C(=O)c2ccco2)CC1,-14.8%
Cc1cccc(C(=O)OCC(=O)c2c(N)n(CC(C)C)c(=O)n(C)c2=O)c1O,1.4%
O=C(Nc1n[nH]c(=S)s1)c1ccco1,-14.5%
COc1ccc(CCNC(=O)CC(=O)N/N=C/c2ccc(Br)cc2)cc1OC,-3.1%
CNS(=O)(=O)c1ccc(C(=O)NCC(=O)NCC2COc3ccccc3O2)cc1 (stereo not drawn),2.2%
CN(C)CCCNC(=O)C[C@H]1C[C@H](C(=O)N2CCCCC2)[C@@]2(CCc3ccccc3)c3[nH]c4ccc(Cl)cc4c3CCN2C1=O,-5.2%
COc1ccc(C2=NC(C)(C)Cc3cc(OC)c(OC)cc32)cc1OC,-2.5%
Cc1ccc(C2(C)NC(=O)N(CC(=O)N(c3ccccc3)C3CCS(=O)(=O)C3)C2=O)cc1 (stereo not drawn),-0.5%

Source: PubChem BioAssay
